Screens: PubChem, Broad Institute
PRC2 inh: inhibitors of human EZH2/PRC2 methyltransferase; AID 651548; PRC2 H3K27 methylation, DELFIA TRF, 1 h; 57,000 tested, 0.35% active; inhibition, % at 12.5 µM; Q15910;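 active = mean inhibition of replicates at least 50% and every single replicate also reaching 50%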;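 also: dimethyl H3K27 on biotinylated H3 21-44 peptide detected by antibody; plate controls were median neutral control wells for no effect and median positive control wells for full effect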
IDH1 mut inh: blocks human IDH1 R132H reductase activity. diaphorase/resazurin fluorescence, 60 min. inhibition, % at 10 µM. 70,000 tested, 0.18% active; in the data active = inhibition above about 34%;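 also: 0% = DMSO and 100% = no enzyme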
Target sequence (O75874 whole entry R132H): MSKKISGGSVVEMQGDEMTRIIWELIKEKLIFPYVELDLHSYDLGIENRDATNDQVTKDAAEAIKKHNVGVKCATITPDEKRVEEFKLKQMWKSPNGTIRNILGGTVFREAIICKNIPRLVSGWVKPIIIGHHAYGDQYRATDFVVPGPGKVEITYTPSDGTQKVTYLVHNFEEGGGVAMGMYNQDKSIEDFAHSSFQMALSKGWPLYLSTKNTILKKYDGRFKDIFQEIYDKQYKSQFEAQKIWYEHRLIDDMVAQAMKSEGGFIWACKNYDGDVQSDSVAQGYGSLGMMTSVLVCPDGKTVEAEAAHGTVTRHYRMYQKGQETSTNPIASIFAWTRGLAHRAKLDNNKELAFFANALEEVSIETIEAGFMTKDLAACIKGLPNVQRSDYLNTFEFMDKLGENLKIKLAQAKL
Numbers without * were called inactive; x = no result given. These rows are one share of the data. The share of hits here may be higher or lower than overall.

SMILES	PRC2 inh	IDH1 mut inh
CCCC#Cc1ccc2c(c1)O[C@H](CN(C)C(=O)NC(C)C)[C@H](C)CN([C@@H](C)CO)S2(=O)=O	-26	0.1
CO[C@@H](CN(C)Cc1cc(F)ccc1F)[C@@H](C)CN(C(=O)Nc1ccc(F)cc1)[C@H](C)CO	-10	-0.5
Cc1noc(C)c1C(=O)N(C)C[C@H]1OCc2ccccc2-c2ccccc2C(=O)N([C@H](C)CO)C[C@H]1C	-4	x
COc1ccccc1CNC(=O)C[C@H]1C=C[C@H](NC(=O)CC2CC2)[C@@H](CO)O1	-3	0.1
CNC[C@H]1Oc2ccc(NS(C)(=O)=O)cc2CC(=O)N([C@@H](C)CO)C[C@@H]1C	2	2.7
C/C=C/c1cnc2c(c1)C(=O)N([C@H](C)CO)C[C@H](C)[C@H](CN(C)S(=O)(=O)c1ccc(C)cc1)O2	-2	0.8
CO[C@H]1CN(C)C(=O)c2cc(NC(=O)C3CCOCC3)ccc2OC[C@H](C)N(Cc2cccnc2)C[C@H]1C	2	0.2
C[C@@H]1CN([C@@H](C)CO)C(=O)c2cccc(NC(=O)C3CC3)c2O[C@@H]1CN(C)C(=O)Nc1ccc2c(c1)OCO2	x	-1.3
C/C=C/c1ccc2c(c1)O[C@H](CN(C)Cc1ccc(C(=O)O)cc1)[C@H](C)CN([C@@H](C)CO)S2(=O)=O	12	0.1
CNC[C@H]1OCCCC[C@H](C)Oc2ccc(NC(=O)NC3CCCCC3)cc2C(=O)N([C@H](C)CO)C[C@H]1C	-2	x
COc1ccc(S(=O)(=O)Nc2ccc3c(c2)C(=O)N([C@@H](C)CO)C[C@H](C)[C@H](CN(C)Cc2ccc(Cl)c(Cl)c2)O3)cc1	x	0.2
O=C(CC1CC1)N[C@@H]1CC[C@@H](CCNS(=O)(=O)c2ccc(F)cc2)O[C@@H]1CO	18	-0.6
C[C@H]1CN([C@@H](C)CO)C(=O)Cc2cc(NC(=O)CCCCCC(=O)Nc3ccccc3N)ccc2O[C@H]1CN(C)S(C)(=O)=O	20	0.0
COc1ccccc1-c1cnc2c(c1)C(=O)N([C@@H](C)CO)C[C@@H](C)[C@@H](CN(C)Cc1ccccc1)O2	x	-1.3
COc1cccc(C#Cc2ccc3c(c2)O[C@H](CN(C)C)[C@@H](C)CN([C@H](C)CO)S3(=O)=O)c1	-1	-1.3
COc1ccc(NC(=O)N(C)C[C@@H]2Oc3ccc(NS(=O)(=O)c4ccc(OC)cc4)cc3CC(=O)N([C@H](C)CO)C[C@H]2C)cc1	x	-2.6
CCC(=O)N[C@@H]1CC[C@H](CCn2cc(C3CC3)nn2)O[C@@H]1CO	8	0.0
O=C(NCC[C@@H]1CC[C@@H](NC(=O)Nc2cc(F)ccc2F)[C@@H](CO)O1)Nc1ccc(Cl)cc1	-5	0.0
CC(C)CC#Cc1ccc2c(c1)O[C@H](CN(C)Cc1ccccc1F)[C@H](C)CN([C@H](C)CO)S2(=O)=O	x	0.1
COc1ccc(NC(=O)Nc2ccc3c(c2)CC(=O)N([C@@H](C)CO)C[C@@H](C)[C@@H](CN(C)Cc2ccc(C(F)(F)F)cc2)O3)cc1	x	1.7
COCC(=O)Nc1ccc2c(c1)C(=O)N(C)C[C@@H](OC)[C@@H](C)CN(Cc1cncnc1)[C@@H](C)CO2	-8	0.2
C[C@@H]1CN([C@@H](C)CO)C(=O)c2cc(-c3ccccc3F)cnc2O[C@@H]1CN(C)C(=O)C1CC1	9	-14
Cc1noc(C)c1S(=O)(=O)Nc1cccc2c1O[C@H](CN(C)CC1CC1)[C@H](C)CN([C@@H](C)CO)C2=O	x	0.8
O=C(N[C@@H]1CC[C@@H](CCn2cc(C3(O)CCCC3)nn2)O[C@@H]1CO)C1CCCCC1	-1	0.1
CC(C)NC(=O)Nc1ccc2c(c1)C(=O)N([C@@H](C)CO)C[C@H](C)[C@H](CN(C)C(=O)Nc1ccccc1)OCCCC[C@H](C)O2	-15	1.5
CS(=O)(=O)Nc1ccc2c(c1)[C@H]1C[C@@H](CC(=O)NCc3ccc(-c4ccccc4)cc3)O[C@H](CO)[C@H]1O2	-9	-0.7
O=C(C[C@H]1CC[C@@H](NC(=O)C2CCC2)[C@@H](CO)O1)NCC1CC1	1	0.4
O=C(CN1C(=O)c2ccccc2C1=O)NCC1COc2ccccc2O1 (centres undefined)	10	0.4
CCOc1ccccc1OCC(=O)Nc1sc2c(c1C#N)CCC(C)C2 (centres undefined)	10	0.7
C[C@H]1CN([C@@H](C)CO)C(=O)c2cc(NC(=O)C3CCCCC3)ccc2O[C@@H]1CN(C)S(=O)(=O)c1cn(C)cn1	x	-1.8

The last four records of the section above are carried over, then new ones follow.
SMILES	PRC2 inh	IDH1 mut inh
O=C(C[C@H]1CC[C@@H](NC(=O)C2CCC2)[C@@H](CO)O1)NCC1CC1	1	0.4
O=C(CN1C(=O)c2ccccc2C1=O)NCC1COc2ccccc2O1 (centres undefined)	10	0.4
CCOc1ccccc1OCC(=O)Nc1sc2c(c1C#N)CCC(C)C2 (centres undefined)	10	0.7
C[C@H]1CN([C@@H](C)CO)C(=O)c2cc(NC(=O)C3CCCCC3)ccc2O[C@@H]1CN(C)S(=O)(=O)c1cn(C)cn1	x	-1.8
C[C@H](CO)N1C[C@H](C)[C@H](CN(C)Cc2ccc(C(=O)O)cc2)Oc2ccc(NS(=O)(=O)c3ccccc3)cc2C1=O	x	3.5
COc1cc([C@H]2OC[C@H]3[C@@H]2CO[C@H]3c2ccc(OC)c(OC)c2)ccc1O	9	-0.5
C[C@@H]1CN([C@@H](C)CO)S(=O)(=O)c2ccc(-c3ccccc3)cc2O[C@@H]1CN(C)Cc1cncnc1	x	-5.7
C[C@@H]1CCCCO[C@@H](CN(C)S(=O)(=O)c2ccc(F)cc2)[C@H](C)CN([C@H](C)CO)C(=O)c2cc(NS(=O)(=O)c3cn(C)cn3)ccc2O1	x	0.6
Cc1ccc(-c2cnc3c(c2)C(=O)N([C@@H](C)CO)C[C@H](C)[C@@H](CN(C)Cc2ccccc2F)O3)cc1	-13	-0.1
C[C@H](CO)N1C[C@H](C)[C@@H](CN(C)Cc2ccc(Oc3ccccc3)cc2)Oc2c(cccc2N(C)C)C1=O	-2	-1.0
C[C@H](CO)N1C[C@H](C)[C@@H](CN(C)C(=O)c2cccnc2)Oc2ncc(-c3ccc(F)cc3)cc2C1=O	x	0.1
CCCN(C)C[C@H]1Oc2cc(C#CCC3CCCC3)ccc2S(=O)(=O)N([C@H](C)CO)C[C@H]1C	-11	-0.6
COc1ccc(-c2cnc3c(c2)C(=O)N([C@@H](C)CO)C[C@@H](C)[C@H](CN(C)C(=O)Cc2ccccc2)O3)cc1	-14	-6.9
C[C@H](CO)N1C[C@H](C)[C@H](CN(C)Cc2ccc(C(=O)Nc3ccccc3N)cc2)Oc2ccc(NC(=O)C3CC3)cc2C1=O	4	0.0
COc1ccccc1S(=O)(=O)N[C@@H]1CC[C@@H](CCn2cc(C3CCCCC3)nn2)O[C@H]1CO	-3	-0.5
CCCN1C[C@H](C)[C@@H](OC)CN(C)C(=O)c2cc(NC(=O)c3ccccc3F)ccc2OC[C@@H]1C	-9	0.3
COc1ccc(CNC(=O)C[C@H]2CC[C@@H](NC(=O)c3cccc(F)c3)[C@@H](CO)O2)cc1	4	0.2
O=C(CCCCCCC(=O)Nc1ccccc1O)NN=C1CCCCCCC1	23	0.0
COc1ccc(-c2cn(CC[C@H]3CC[C@@H](NC(=O)NC(C)C)[C@@H](CO)O3)nn2)cc1	4	0.0
O=C(OCCN1CCCCC1)c1c[nH]c2ccccc12	-5	0.0
COc1ccccc1S(=O)(=O)N[C@H]1CC[C@@H](CCNC(=O)C2CCCC2)O[C@@H]1CO	-14	0.1
C[C@@H]1CN([C@H](C)CO)S(=O)(=O)c2ccc(C#C[C@@H](C)O)cc2O[C@@H]1CN(C)C(=O)Nc1ccccc1	2	8.5
O=C(C[C@H]1C=C[C@H](NS(=O)(=O)c2ccc(F)cc2)[C@@H](CO)O1)NCc1ccncn1	1	0.0
C[C@@H]1CN([C@@H](C)CO)C(=O)c2cccc(NC(=O)C3CCCCC3)c2O[C@@H]1CN(C)C(=O)Nc1ccc(F)cc1	x	0.1
CCCC#Cc1cnc2c(c1)C(=O)N([C@H](C)CO)C[C@H](C)[C@H](CN(C)C(=O)Cc1ccccc1)O2	x	-0.2
O=S(=O)(c1ccccc1)c1nc(-c2ccco2)oc1NCc1ccco1	-11	-0.5
COc1ccc(NC(=O)N(C)C[C@H]2Oc3ccc(NC(=O)CCC(F)(F)F)cc3CC(=O)N([C@H](C)CO)C[C@H]2C)cc1	-15	-0.4
CC(C)NC(=O)N(C)C[C@@H]1OCCCC[C@@H](C)Oc2ccc(NS(=O)(=O)c3ccccc3)cc2C(=O)N([C@@H](C)CO)C[C@H]1C	x	1.0
O=C(COc1ccccc1CO)Nc1ccccc1	x	-0.2
O=C(C[C@@H]1C=C[C@@H](NC(=O)c2ccc(F)cc2)[C@@H](CO)O1)NCc1ccncn1	-17	0.1
CNC[C@H]1Oc2ccc(NS(=O)(=O)c3ccc(Cl)cc3)cc2CC(=O)N([C@H](C)CO)C[C@@H]1C	x	3.2
COc1ccc(S(=O)(=O)N(C)CC(=O)Nc2ccccc2Br)cc1Cl	-1	0.2
O=C(NC1CCCC1)N[C@H]1C=C[C@@H](CC(=O)N2CCOCC2)O[C@H]1CO	-3	0.0
Cc1ccc(S(=O)(=O)N(C)C[C@H]2OCCCC[C@@H](C)Oc3ccc(NS(=O)(=O)c4cccs4)cc3C(=O)N([C@@H](C)CO)C[C@@H]2C)cc1	x	1.7
CC(C)NC(=O)N(C)C[C@@H]1Oc2ccc(NC(=O)Nc3ccccc3)cc2CC(=O)N([C@@H](C)CO)C[C@@H]1C	x	-0.3
O=C(C[C@@H]1CC[C@H](NC(=O)Nc2cc(F)ccc2F)[C@@H](CO)O1)NCc1ccccn1	-5	-0.4
COc1ccc(-c2nc(SCC(=O)Nc3ccc(Cl)cc3)[nH]c(=O)c2C#N)cc1	29	-0.2
C[C@H](CO)N1C[C@H](C)[C@H](CN(C)Cc2ccc(-c3ccccc3)cc2)Oc2ccc(NS(=O)(=O)c3cn(C)cn3)cc2CC1=O	x	0.7
COc1ccccc1NC(=O)N1[C@H](CO)[C@H](c2ccccc2)[C@@H]1C#N	x	0.1
O=C(Cc1ccncc1)NCC[C@H]1CC[C@@H](NC(=O)Nc2ccc(Cl)cc2)[C@@H](CO)O1	-15	0.1
CCCNC(=O)N1C[C@@H](C)[C@@H](OC)CN(C)C(=O)c2ccc(NC(=O)CCC)cc2OC[C@H]1C	-4	0.1
CO[C@@H]1CN(C)C(=O)c2cc(NC(=O)C3CC3)ccc2OC[C@@H](C)N(Cc2ccccc2)C[C@@H]1C	-2	0.0
CC(C)C#Cc1ccc2c(c1)O[C@H](CN(C)C(=O)c1cnccn1)[C@H](C)CN([C@H](C)CO)S2(=O)=O	3	0.1
O=C(C[C@@H]1C=C[C@H](NS(=O)(=O)c2ccccc2)[C@@H](CO)O1)NCCN1CCCCC1	8	0.1

Profiles from above. Values in the order: PRC2 inh, IDH1 mut inh
O=C(C[C@@H]1C=C[C@H](NS(=O)(=O)c2ccccc2)[C@@H](CO)O1)NCCN1CCCCC1 is listed as 8, 0.1
COc1ccc(-c2nc(SCC(=O)Nc3ccc(Cl)cc3)[nH]c(=O)c2C#N)cc1 is listed as 29, -0.2
COc1ccccc1NC(=O)N1[C@H](CO)[C@H](c2ccccc2)[C@@H]1C#N is listed as x, 0.1

More structures:
SMILES	PRC2 inh	IDH1 mut inh
O=C(C[C@@H]1CC[C@@H](NC(=O)Nc2ccccc2F)[C@H](CO)O1)NCc1ccccc1	8	0.2
Cc1noc(C)c1NC(=O)N(C)C[C@@H]1Oc2c(NS(=O)(=O)c3cccs3)cccc2C(=O)N([C@@H](C)CO)C[C@H]1C	x	0.9
C[C@@H]1CN([C@@H](C)CO)S(=O)(=O)c2ccc(C#Cc3ccncc3)cc2O[C@H]1CN(C)S(=O)(=O)c1ccc(F)cc1	-3	-0.9
C[C@H](CO)N1C[C@H](C)[C@@H](CN(C)C)OCCCC[C@H](C)Oc2ccc(NC(=O)Nc3ccccc3)cc2C1=O	5	0.3
C[C@H]1CN([C@@H](C)CO)C(=O)c2cc(Br)cnc2O[C@@H]1CN(C)CC1CCCC1	-5	0.3
C[C@H]1CCCCO[C@@H](CN(C)C(=O)NC2CCCCC2)[C@@H](C)CN([C@@H](C)CO)C(=O)c2cc(NS(C)(=O)=O)ccc2O1	x	4.2
CN(C)CC(=O)Nc1ccc2c(c1)[C@@H]1C[C@@H](CC(=O)NCc3cc(F)ccc3F)O[C@H](CO)[C@@H]1O2	-4	0.3
CC(C)NC(=O)Nc1ccc2c(c1)CC(=O)N([C@H](C)CO)C[C@@H](C)[C@@H](CN(C)S(=O)(=O)c1ccccc1)O2	12	-0.6
C[C@@H]1CN([C@@H](C)CO)C(=O)c2cc(NC(=O)Nc3ccccc3)ccc2O[C@@H](C)CCCCO[C@H]1CN(C)S(=O)(=O)c1ccc(Cl)cc1	x	0.3
C[C@H](CO)N1C[C@H](C)[C@@H](CN(C)C(=O)Nc2ccc3c(c2)OCO3)OCCCC[C@H](C)Oc2ccc(NC(=O)NC3CCCCC3)cc2C1=O	x	7.7
C[C@H](NC(=O)C[C@H]1CC[C@H](NC(=O)Nc2ccc3c(c2)OCO3)[C@H](CO)O1)c1ccccc1	0	0.3

Looked up above:
Cc1noc(C)c1C(=O)N(C)C[C@H]1OCc2ccccc2-c2ccccc2C(=O)N([C@H](C)CO)C[C@H]1C in PRC2 inh shows -4
Cc1noc(C)c1NC(=O)N(C)C[C@@H]1Oc2c(NS(=O)(=O)c3cccs3)cccc2C(=O)N([C@@H](C)CO)C[C@H]1C in IDH1 mut inh shows 0.9
